TrxR1 substrate = substrates of rat thioredoxin reductase 1. purified TrxR1 substrate turnover, NADPH consumption readout. Potency, µM (top dose mostly 114 µM), without a hit: top-dose activity change, negative = substrate turnover. 0.01% of 390,000 active; further: potency means the concentration at half of the fitted maximal effect; on the % scale 0 is the no-effect control and ±100 the full control effect; nearly all actives have a fitted effect of over 50% in size
Target sequence (O89049 whole entry, looked up): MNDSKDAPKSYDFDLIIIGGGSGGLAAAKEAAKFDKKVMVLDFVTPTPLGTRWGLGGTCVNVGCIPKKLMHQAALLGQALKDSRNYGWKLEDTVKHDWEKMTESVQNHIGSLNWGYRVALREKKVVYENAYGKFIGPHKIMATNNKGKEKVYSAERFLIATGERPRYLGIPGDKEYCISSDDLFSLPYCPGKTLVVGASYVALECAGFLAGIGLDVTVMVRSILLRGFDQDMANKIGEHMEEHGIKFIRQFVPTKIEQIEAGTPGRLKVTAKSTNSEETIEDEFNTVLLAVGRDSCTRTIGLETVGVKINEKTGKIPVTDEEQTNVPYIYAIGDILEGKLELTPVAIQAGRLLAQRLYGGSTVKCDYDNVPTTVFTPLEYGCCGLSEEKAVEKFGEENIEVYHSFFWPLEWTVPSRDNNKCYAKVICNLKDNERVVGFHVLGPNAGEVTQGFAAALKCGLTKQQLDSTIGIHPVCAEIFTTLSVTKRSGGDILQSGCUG
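Rat TrxR1, dispensed at 90 nM, was prereduced with 400 uM NADPH (final) for 5 min at ~22 deg C, then incubated with compound 15 min before 400 uM selenite. A first-read NADPH fluorescence drop versus no-compound background flagged substrates.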
mIDH1 inhibitor = inhibitors of human mutant IDH1 R132H; Potency, µM (highest dose often 76.6 µM), without a hit: at the top dose activity change, negative = inhibition, usual class: inhibitors; O75874; 0.093% of 390,000 active; IDH1-R132H enzyme, NADPH consumption, diaphorase/resazurin fluorescence; further: potency means the concentration at half of the fitted maximal effect; on the % scale 0 is the no-effect control and ±100 the full control effect; nearly all actives have a fitted effect of over 65% in size
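IDH1-R132H (0.5 ug/mL) preincubated 30 min with compound, then NADPH (0.016 mM) and alpha-KG (2 mM) added; 80 min at RT, pH 7.5. Remaining NADPH coupled via diaphorase/resazurin to fluorescence (540/590 nm); concentration-response curves normalized to no-enzyme control.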
USP1 inh = USP1/UAF1 (human) deubiquitinase inhibition. O94782. recombinant USP1/UAF1, Ub-Rhodamine cleavage fluorescence. Potency, µM (highest dose often 57.1 µM), inactives show top-dose activity change, negative = inhibition, most hits filed as inhibitors. 0.23% of 390,000 active; further: potency means the concentration at half of the fitted maximal effect; on the % scale 0 is the no-effect control and ±100 the full control effect; nearly all actives have a fitted effect of over 60% in size; inactives centre near -12
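Step one: compound is pinned into 1nM USP1/UAF1 in HEPES pH 7.8 buffer with TCEP. Step two: 15 min room-temperature incubation. Step three: Ub-Rho (150nM final) starts cleavage, tracked by fluorescence over six one-minute reads.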
LDHA inh = LDHA (human) enzyme inhibition; P00338; purified LDHA, NADH/diaphorase-resazurin fluorescence; hits give low values; activity change, % (values are at about 110 or 230 µM); 0.15% of 480,000 active; in the data active means activity change below about -30%; inconclusive means mostly about -25% to -30%;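 further: plate controls were DMSO wells for no effect and wells without enzyme for full effect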
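Human LDH5 (2 nM) was incubated with 0.06 mM NADH and 0.2 mM pyruvate for 5 min at room temperature in Tris pH 7.4. Remaining NADH was coupled through diaphorase/resazurin, and resorufin fluorescence was read at 0 and 20 min.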
Glioma ERSR ind = ER stress response induction in glioma; AID 602332; U87-MG GRP78 promoter luciferase reporter, 16 h; Potency, µM, for the others: top-dose activation, actives largely listed as activators; 0.02% of 420,000 active; further: potency means the concentration at half of the fitted maximal effect; series mostly up to about 76 µM; % of control where 0% means no effect; nearly all actives have a fitted effect of over 35% in size
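Stably transfected U87-MG glioma cells carrying a GRP78-based luciferase sensor; 16 h compound incubation. Luminescence end-point read 10 min after Bright-Glo addition at room temperature.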
RGS4 inhibitor = blocks human RGS4-accelerated GTP hydrolysis; 0.039% of 390,000 active; P49798; Potency, µM (top dose mostly 114 µM), for the others: at the top dose activity change, negative = inhibition, most hits filed as inhibitors; Transcreener GDP fluorescence polarization, RGS4-accelerated GTP hydrolysis; further: potency means the concentration at half of the fitted maximal effect; on the % scale 0 is the no-effect control and ±100 the full control effect; nearly all actives have a fitted effect of over 75% in size; some results filed as inactive show a strong effect at the top dose
Target sequence (P49798 whole entry, looked up): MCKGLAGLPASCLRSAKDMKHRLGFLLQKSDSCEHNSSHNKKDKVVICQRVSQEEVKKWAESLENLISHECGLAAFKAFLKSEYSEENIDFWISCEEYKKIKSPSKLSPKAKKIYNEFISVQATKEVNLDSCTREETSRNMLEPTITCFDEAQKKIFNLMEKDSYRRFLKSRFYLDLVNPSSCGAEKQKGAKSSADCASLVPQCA
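MLSMR compounds (23 nl, pin-transferred) preincubated 10 min at room temperature with a 500nM (2x) first reagent, then RGS4 at 900nM (2x) plus Transcreener GDP mix added; fluorescence polarization (620/688 nm) read before and after 90 min at 30 °C.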
Vif-A3F inh = blocks the Vif interaction with APOBEC3F; AID 602313; 0.2% of 390,000 active; Potency, µM (series often up to 46.1 µM), for the others: top-dose activity, negative = active; HeLa A3F-eYFP + Vif (tagged APOBEC3F with the HIV-1 protein that degrades it), YFP fluorescence increase; further: potency means the concentration at half of the fitted maximal effect; % of control where 0% means no effect; nearly all actives have a fitted effect of over 65% in size
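HeLa cells stably expressing Vif plus C-terminally eYFP-tagged A3F were seeded, incubated overnight at 37 deg C, dosed with compound, incubated overnight again at 37 deg C. Yellow fluorescence (Ex 488/Em 500-530) reported blocked Vif-mediated A3F-eYFP degradation.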
Vif-A3G inh = inhibitors of Vif-APOBEC3G interaction; 0.076% of 410,000 active; Q9HC16; Potency, µM (titrated, usually from 46.1 µM), for the others: top-dose activity, negative = active, usual class: inhibitors; HeLa A3G-eYFP + Vif (tagged APOBEC3G with the HIV-1 protein that degrades it), YFP fluorescence, overnight;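 further: potency means the concentration at half of the fitted maximal effect; on the % scale 0 is the no-effect control and ±100 the full control effect; nearly all actives have a fitted effect of over 60% in size; hits raise eYFP signal because A3G escapes Vif-driven loss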
Target sequence (Q9HC16 whole entry, looked up): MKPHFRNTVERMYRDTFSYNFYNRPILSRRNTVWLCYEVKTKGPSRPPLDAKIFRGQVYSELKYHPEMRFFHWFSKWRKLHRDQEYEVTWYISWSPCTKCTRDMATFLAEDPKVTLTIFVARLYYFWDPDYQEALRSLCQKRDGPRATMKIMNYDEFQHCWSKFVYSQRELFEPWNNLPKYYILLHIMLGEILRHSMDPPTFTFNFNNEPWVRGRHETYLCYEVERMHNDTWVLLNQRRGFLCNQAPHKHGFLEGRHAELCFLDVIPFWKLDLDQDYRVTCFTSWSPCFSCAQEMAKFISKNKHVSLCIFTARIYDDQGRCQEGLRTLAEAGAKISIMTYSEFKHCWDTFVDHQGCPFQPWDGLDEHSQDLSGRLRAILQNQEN
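Read-out is eYFP fluorescence (Ex 488/Em 500-530) from Vif-expressing HeLa A3G-eYFP cells; more signal means A3G escaped Vif-mediated degradation. Cells plated overnight, compound pinned in, incubated overnight at 37 deg C.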
rTrxR1 inhibitor = blocks rat thioredoxin reductase 1. O89049. recombinant rTrxR1, NADPH fluorescence consumption, selenite substrate. Potency, µM (top dose mostly 114 µM), for inactives: at the top dose activity change, negative = inhibition, hits mostly inhibitors. 1% of 390,000 active. AID 588453; further: potency means the concentration at half of the fitted maximal effect; on the % scale 0 is the no-effect control and ±100 the full control effect; nearly all actives have a fitted effect of over 65% in size
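Rat TrxR1 (90 nM in the dispensed reagent) was pre-reduced with 400 uM NADPH for 5 min at room temperature, then incubated with compound for 15 min. After 400 uM selenite was added, NADPH fluorescence (Ex 340/Em 450 nm) was followed for 8 min.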
* = called active by the depositor; ? = inconclusive; . = no result given; & = joins results of further samples; [ ] = remark or other dose. Unless noted, the call rests on the fitted dose curve; in most records, active means well fitted curve in the direction sought with a large enough effect; inconclusive means small, poorly fitted or top-dose-only effect, or another doubt; inactive means no such curve, though single readings can be large; an effect the other way counts as inactive or inconclusive.

SMILES	TrxR1 substrate	mIDH1 inhibitor	USP1 inh	LDHA inh	Glioma ERSR ind	RGS4 inhibitor	Vif-A3F inh	Vif-A3G inh	rTrxR1 inhibitor
Cc1ccc2nc3c(cc2c1)c(NC(=O)C1CCCO1)nn3CC(C)C (stereo not drawn)	27%	7%	-22%	5	1%	-13%	5%	-2%	24%
COc1ccc(-c2nc(=S)[nH][nH]2)cc1	-6%[57.1 µM]	7%	-19%	-6	-1%	?	-11%	-4%	-22%[57.1 µM]
CCOC(=O)Cc1csc(N/N=C/c2ccccc2)n1	2%	0%	-15%	6	-10%	-14%	-2%	0%	-6%
Cc1c(C(C)NC(=O)Nc2ccc(F)cc2F)cnn1C (stereo not drawn)	-10%	1%	4%	-7	0%	24%	-21%	0%	8%
COc1ccc2c(c1)CC(NC(=O)Nc1cc(Cl)ccc1OC)CO2 (stereo not drawn)	-2%[57.1 µM]	0%	-4%	2	-6%	-21%	0%	3%	19%[57.1 µM]
COc1cccc(-c2nc(NC(C)C)c3ccccc3n2)c1O	-13%	0%	?	35&17	4%	-34%	-3%	-5%	-19%
O=C(/C=C/c1ccccc1)N1CCOCC1	4%	-4%	-17%	0	0%	-2%	0%	2%	29%
COc1ccc(C(CNC(=O)c2cccc(NS(=O)(=O)c3ccc(C)c(F)c3)c2)N2CCOCC2)cc1 (stereo not drawn)	2%[57.1 µM]	-14%	-15%	-8	-3%	-7%	-1%	-4%	0%[57.1 µM]
CS(=O)(=O)N(CC(=O)N1CCN(c2ccc(F)cc2)CC1)c1cccc(Cl)c1	-5%[57.1 µM]	9%	2%	-2	-1%	6%	1%	0%	11%
Fc1ccc(-c2nc(-c3cnccn3)no2)c(Cl)c1	7%[57.1 µM]	-4%	-2%	-12	-6%	8%	-11%	1%	19%[57.1 µM]
COc1ccc(/C=C2\SC(=S)N(CC(=O)N3CCN(C)CC3)C2=O)cc1	4%[57.1 µM]	6%	-11%	-4	-2%	-17%	-3%	-1%	7%[57.1 µM]
CC(=O)c1cccc(NC(=O)c2ccc3c(c2)OCO3)c1	-2%	-1%	-8%	-2	3%	?	9%	2%	9%[57.1 µM]
O=C(Cc1ccccc1)Nc1nc(-c2ccc(F)c(F)c2)cs1	0%[57.1 µM]	-2%	-11%	-6	?	20%	-5%	0%	19%[57.1 µM]
O=C1C2C3C=CC(C3)C2C(=O)N1CCCCN1C(=O)C2C3C=CC(C3)C2C1=O (stereo not drawn)	0%	11%	-17%	-4	-3%	-11%	5%	-1%	5%
Fc1ccc2nc3[nH]c4ccccc4c3nc2c1	7%[57.1 µM]	15%	-17%	-5	2%	15%[11.4 µM]	?	1.4µM*	6%[57.1 µM]
Cc1ccc(C(=O)COC(=O)c2nc(Cl)ccc2Cl)cc1	2%	2%	-13%	0	-1%	9%	1%	0%	5%
Cc1ccc(C(=O)NCc2nnc(SCC(=O)NC(C)c3ccccc3)n2C)cc1 (stereo not drawn)	-4%[57.1 µM]	4%	-7%	-6	-4%	-39%	7%	-4%	17%[57.1 µM]
Cc1[nH]nc2c1C(c1cccnc1)N(c1ccc(Br)cc1)C2=O (stereo not drawn)	-11%	-1%	-4%	-6	1%	23%	5%	0%	-13%
CCCCNS(=O)(=O)c1ccc2nc(SCC(=O)Nc3cc(C)cc(C)c3)[nH]c2c1	1%[57.1 µM]	1%	-5%	2	-5%	2%	1%	-1%	0%[57.1 µM]
CC(C)/C=C/CN1CCCC(N2CCN(c3cccc(Cl)c3)CC2)C1 (stereo not drawn)	6%	0%	-21%	0	-3%	-7%	2%	1%	31%
Cc1c(C(=O)Nc2ccc(F)c(F)c2)oc2ccc(S(=O)(=O)N3CCCCC3)cc12	-6%[57.1 µM]	-5%&2%	?	0&2	-4%&-4%	4%&-23%	1%&-8%	1%&0%	12%[57.1 µM]
N/C(=N\S(=O)(=O)c1ccc(Cl)s1)c1ccccc1	11%[57.1 µM]	0%	-4%	-5	-2%	-15%[11.4 µM]	2%	0%	-5%
Cc1ccc(NC(=O)NC2CC(=O)N(c3ccc4c(c3)OCCO4)C2)cc1F (stereo not drawn)	-6%	-5%	-5%	-12	-2%	-7%	2%	1%	4%
CCCCC1=CC2=C(c3ccco3)C(=O)C(C)(OC(=O)c3ccc(OC)cc3)C(=O)C2=CN1CCCCO (stereo not drawn)	-5%	-1%	2%	10	-1%	-25%	-6%	-3%	?
Cc1c(C(=O)Nc2ccc(-n3c(C)nc4ccccc4c3=O)cc2)cccc1[N+](=O)[O-]	5%[57.1 µM]	-6%	-13%	-2	-2%	-9%	4%	0%	17%[57.1 µM]
Brc1cccc(CNCCSc2nnnn2-c2ccccc2)c1	-7%	-4%	-13%	-1	0%	3%	1%	-1%	14%
OCCCNCc1ccc(Cl)cc1Cl	11%	4%	-9%	-2	-2%	?	7%	-5%	24%[57.1 µM]
CN(C)c1ccc(N=Cc2nc(-c3ccccc3)oc2OC(=O)c2cccc(Br)c2)cc1	-3%	-1%	-18%	0	3%	-16%	2%	1%	-28%
Cn1nnc(NC(=S)NC(=O)c2ccco2)n1	-11%	6%	-1%	-1	0%	-16%	-16%	-18%	-35%
COc1ccc(S(=O)(=O)N2CCOCC2)cc1NC(=O)COC(=O)c1oc2ccccc2c1C	-4%	-18%	-17%	-1	-6%	7%	9%	1%	18%
O=C(CCn1c(=O)oc2ccc(Cl)cc21)N1CCN(c2ccccc2)CC1	-4%	-9%	-2%	-4	-1%	-4%	-5%	-4%	-2%
Cc1cc(=O)n2ccsc2n1	-1%	0%	-6%	-4	-2%	25%	-10%	2%	5%
COCCNC(=S)N1CCc2cc(OC)c(OC)cc2C1c1cccs1 (stereo not drawn)	-10%	-3%	-23%	-8	4%	-37%	21%	8%	-4%
Cc1cccc(NC(=O)NCC2CC2)c1	3%	7%	-24%	-5	9%	-14%	-14%	-1%	17%
CC(CCc1ccccc1)NC(=O)c1ccco1 (stereo not drawn)	-4%[57.1 µM]	-9%	10%	-7	-2%	15%	6%	2%	-1%[57.1 µM]
Cn1c(=O)cc(OCCCC(=O)NC2CCCC2)c2ccccc21	3%	9%	-12%	-4	3%	9%	-3%	2%	5%
CC1(c2ccccc2Cl)NC(=O)N(CC(=O)Nc2ccc(N3CCOCC3)cc2)C1=O (stereo not drawn)	1%	1%	-14%	0	1%	4%	-4%	-4%	2%
COc1cc(C(=S)N2CCOCC2)ccc1OC(=O)c1ccc([N+](=O)[O-])cc1[N+](=O)[O-]	1%	5%	-27%	3	1%	-39%	-3%	-6%	11%
CC(C)C1C(=O)N(Cc2cn(CCC3OCCCO3)nn2)CCS(=O)(=O)N1Cc1ccc(-c2ccc(Cl)cc2)cc1 (stereo not drawn)	.	-6%	-32%	-1	-3%	.	0%	1%	.
CC(=O)Nc1cccc(NC(=O)C2CC(=O)N(C3CCCCC3)C2)c1 (stereo not drawn)	-4%	-7%	3%	-6	-4%	-49%	-1%	-1%	-4%
Cc1cc(C)c(C(=O)/C=C/c2cccc3ccccc23)c(=O)[nH]1	-2%	2%	-22%	-20	-13%	-11%	-8%	?	-4%
COc1cc2[nH]c3c(OC)ncnc3c2cc1OC	10%[57.1 µM]	10%	-23%	0	8%	-1%	2%	-4%	6%[57.1 µM]
Cc1cccc(C)c1NC(=O)COC(=O)c1cc(-c2cccnc2)nc2ccccc12	1%	0%	-20%	0	-6%	-3%	?	-15%	18%
FC(F)(F)c1ccccc1/C=N/n1c(C2CCCCC2)n[nH]c1=S	-3%	6%	-24%	0	-14%	?	0%	-14%	-9%
CN(C)/C=N/c1ncc(C(=O)c2ccccc2)s1	-19%	0%	-12%	-3	7%	-31%	-1%	2%	-27%

Profiles from above. Screens in order: TrxR1 substrate | mIDH1 inhibitor | USP1 inh | LDHA inh | Glioma ERSR ind | RGS4 inhibitor | Vif-A3F inh | Vif-A3G inh | rTrxR1 inhibitor
Shown for CC1(c2ccccc2Cl)NC(=O)N(CC(=O)Nc2ccc(N3CCOCC3)cc2)C1=O (stereo not drawn) : 1% | 1% | -14% | 0 | 1% | 4% | -4% | -4% | 2%
Shown for Cn1c(=O)cc(OCCCC(=O)NC2CCCC2)c2ccccc21 : 3% | 9% | -12% | -4 | 3% | 9% | -3% | 2% | 5%
Shown for Cc1cc(C)c(C(=O)/C=C/c2cccc3ccccc23)c(=O)[nH]1 : -2% | 2% | -22% | -20 | -13% | -11% | -8% | ? | -4%

The listing continues:
SMILES	TrxR1 substrate	mIDH1 inhibitor	USP1 inh	LDHA inh	Glioma ERSR ind	RGS4 inhibitor	Vif-A3F inh	Vif-A3G inh	rTrxR1 inhibitor
CC(C)N(Cc1ccccc1)C(=O)COC(=O)CCC(=O)c1ccc(F)cc1	1%	-2%	0%	0	-2%	-10%	-7%	2%	2%
Cc1ccc(NC(=O)C2CCCN2S(=O)(=O)c2cccc3nsnc23)cc1Cl (stereo not drawn)	-2%	31%	-21%	1	-1%	2%	-2%	3%	14%
O=C(COc1ccc2c(C(F)(F)F)cc(=O)oc2c1)Nc1ccc2c(c1)OCCO2	-4%[57.1 µM]	4%	-17%	-1	0%	-13%	-7%	0%	5%
Cc1ccc(C(=O)NC2CCCC2)cc1S(=O)(=O)N1CCCCC1	3%	18%	-18%	-2	-1%	4%	1%	1%	12%
COc1cc(NC(=S)Nc2ncccc2C)cc(OC)c1OC	7%	21%	-22%	1	2%	-3%	7%	1%	?

Screens: PubChem BioAssay, National Center for Advancing Translational Sciences (NCATS)

The list is partial; rates above refer to the full screens.
